uPA surface inh: blocks generation of uPA at the cell surface. 330,000 tested, 0.31% active. Potency, µM (titrated, usually from 38.3 µM), inactives show top-dose activity change, negative = inhibition, actives largely listed as inhibitors. AID 540303. cell surface uPA generation assay, qHTS; active = well fitted inhibition curve with a large enough effect; inconclusive = small, poorly fitted or top-dose-only effect; inactive = no such curve, though single readings can be large or run the other way; tested in mouse RAW 264.7 cells; also: % is scaled to controls: 0 for no effect and ±100 for the full control effect; nearly all actives have a fitted effect of over 55% in size
BRCA1 expr up: activators of BRCA1 expression. 380,000 tested, 1.1% active. MCF7-BRCA1-FFLuc reporter, luminescence, 48 h; response scale: scaled: vehicle 0%, 10 µM genistein 100%. Potency, µM (doses to about 46.1 µM), for inactives: at the top dose activation, actives largely listed as activators; also: nearly all actives have a fitted effect of over 80% in size; some results filed as inactive show a strong effect at the top dose
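MCF7-BRCA1-FFLuc cells, 2000/well in phenol-red-free MEM, attached 2 h then treated 48 h at 37 C. Luciferase luminescence read 15 min after reagent; normalized to genistein maximum activation (10microM) and DMSO, concentration-response fitted.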
p53 reactivation: restores transcriptional activity of mutant p53. H1299 p53-A138V BP100-luciferase reporter, luminescence, 24 h. Potency, µM (doses to about 92.2 µM), inactives show at the highest dose activity change, positive = activation, hits mostly activators. 320,000 tested, 0.063% active. AID 504706; also: % of control where 0% means no effect; nearly all actives have a fitted effect of over 45% in size
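H1299 (p53-null), stable ts p53-A138V + BP100-Luc; 1000 cells/well, Opti-MEM/10% FBS; cpd 4 pt, 1:5; 24 h, 37 deg C, 5% CO2; detection reagent 10 min RT; luminescence.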
ELG1 genotox: inducers of genotoxicity in HEK293T ELG1-luciferase cells. AID 504466. HEK293T ELG1-luciferase reporter, luminescence, 16 h. Potency, µM (top dose mostly 46 µM), for inactives: at the highest dose activity change, positive = activation, actives largely listed as activators. 330,000 tested, 1.3% active; also: % of control where 0% means no effect; nearly all actives have a fitted effect of over 60% in size
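Screening used a luciferase reporter fused to human ELG1 in HEK293T cells. Luminescence was read on a CCD plate imager after 16 hr exposure and 30 min ONE-Glo incubation.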
Numbers without * were called inactive; u = inconclusive; [ ] = another dose, or the depositor's remark. Unless noted, calls follow the shape of the dose curve; as a rule, active = well fitted activation curve with a large enough effect; inconclusive = small, poorly fitted or top-dose-only effect; inactive = no such curve, though single readings can be large or run the other way. Potency is read from the fitted curve at half-maximal effect. A portion of the library. The share of hits here may be higher or lower than overall.

Keys – A = uPA surface inh; B = BRCA1 expr up; C = p53 reactivation; D = ELG1 genotox
CCC(CO)Oc1cc(NCc2ccc(F)cc2)c2ncn(C(C)C)c2c1 (configuration not stated)
  A: -10%	B: 0%	C: -9%	D: -2%
O=C(OCC(=O)N1CCOCC1)c1cc(-c2ccccc2)nc2ccccc12
  A: -2%	B: 29%	C: 10%	D: -1%
C=CC[C@H](CC(=O)N(CCO)Cc1ccccc1)C(=O)N[C@@H](COC(=O)[C@@H](CC=C)Cc1ccc(F)cc1)Cc1c[nH]c2ccccc12
  A: u	B: -66%	C: 7%	D: -10%
CCN(CC)C(=O)[C@H]1CC(CC(=O)NCc2ccco2)C(=O)N2CCc3c([nH]c4ccccc34)[C@]12C (some centres not stated)
  A: -16%	B: -1%	C: -2%	D: 1%
Cc1noc(C)c1NC(=O)N(C)C[C@H]1Oc2c(NC(=O)Nc3ccc(C(F)(F)F)cc3)cccc2C(=O)N([C@H](C)CO)C[C@@H]1C
  A: 4%	B: 10%	C: 3%	D: 0%
C[C@H](CO)N1C[C@H](C)[C@@H](CN(C)C(=O)Nc2ccc3c(c2)OCO3)Oc2c(cccc2N(C)C)C1=O
  A: -4%	B: -4%	C: 7%	D: 4%
CC1CCCC(NC(=O)COC(=O)c2ccc(Br)o2)C1C (configuration not stated)
  A: 4%	B: 3%	C: 4%	D: 0%
COc1ccc2[nH]c3c(c2c1)CCN1C(=O)C(CC(=O)NCCC2=CCCCC2)C[C@H](C(=O)N2CCOCC2)[C@@]31CCC1CCCC1 (some centres not stated)
  A: 14%	B: -7%	C: 4%	D: -3%
CN(C)CCCNC(=O)CC1C[C@H](C(=O)N2CCOCC2)[C@@]2(CCC3CCCC3)c3[nH]c4ccccc4c3CCN2C1=O (some centres not stated)
  A: 2%	B: 9%	C: 3%	D: -1%
Cc1noc(C)c1NC(=O)Nc1cccc2c1O[C@@H](CN(C)C(=O)Nc1ccc3c(c1)OCO3)[C@@H](C)CN([C@H](C)CO)C2=O
  A: 4%	B: -17%	C: 1%	D: 1%
Cc1ccc(S(=O)(=O)N2CCC(C(=O)NCCCN3CCCC3=O)CC2)cc1
  A: -2%	B: 1%	C: 2%	D: 0%
C[C@H](CO)N1C[C@H](C)[C@@H](CN(C)S(=O)(=O)c2cn(C)cn2)Oc2ccc(NC(=O)C3CCCCC3)cc2C1=O
  A: 8%	B: 5%	C: 4%	D: 1%
CNC[C@@H]1Oc2c(NC(=O)Nc3ccccc3)cccc2C(=O)N([C@@H](C)CO)C[C@H]1C
  A: -4%	B: 14%	C: 2%	D: -2%
O=C(NCCCN1CCOCC1)c1cc(-c2ccco2)nc2ccccc12
  A: -2%	B: -5%	C: -4%	D: -1%
CC1(C)C(=O)Nc2ccccc2N1C(=O)COc1ccc(C#N)cc1
  A: 13%	B: -29%	C: -2%	D: 0%
O=C(CSc1nc2nn(-c3ccccc3)c(=O)c-2c2n1CCCCC2)Nc1ccc(F)c(F)c1
  A: -1%	B: -41%	C: -3%	D: -5%
O=C(CC1OC(=O)c2ccccc21)Nc1cc(Cl)ccc1N1CCOCC1 (configuration not stated)
  A: -7%	B: 4%	C: -5%	D: -6%
CC(OC(=O)c1cccc(N(C)C)c1)C(=O)N1CCc2ccccc2C1 (configuration not stated)
  A: 2%	B: -17%	C: -8%	D: 0%
Cc1csc(SCC(=O)NC2CCS(=O)(=O)C2)n1 (configuration not stated)
  A: 7%	B: 0%	C: 4%	D: -1%
COc1ccc(CCNC(=O)CN2C(=O)NC3(CCCCC3C)C2=O)cc1 (configuration not stated)
  A: 0%	B: -21%	C: 3%	D: 0%
COc1ccc(Cl)cc1C(=O)NNC(=O)COC(=O)c1ccc(Br)o1
  A: -2%	B: 14%	C: -5%	D: 0%
CS(=O)(=O)c1ccc(C(=O)OCC(=O)NCc2cccs2)cc1[N+](=O)[O-]
  A: -14%	B: -97%[inhibitor]	C: -16%	D: -14%
COc1ccc(C(=O)C(C)OC(=O)CN2C(=O)c3ccccc3C2=O)cc1 (configuration not stated)
  A: 2%	B: -10%	C: 10%	D: -2%
Cc1ccc(S(=O)(=O)N2CCN(C(=O)CNC(=O)c3ccc(Cl)cc3)CC2)cc1
  A: -3%	B: -15%	C: -12%	D: -2%
O=C1OC[C@H]2CCCC[C@@H](CO)ON12
  A: 13%	B: 3%	C: 5%	D: 0%
O=C(CN1CCN(c2ccc(O)cc2)CC1)Nc1ccc(S(=O)(=O)N2CCCC2)cc1
  A: -1%	B: -19%	C: -3%	D: 2%
Cc1sc2ncnc(SCC(=O)Nc3ccc(S(=O)(=O)N4CCOCC4)cc3)c2c1C
  A: 1%	B: -31%	C: -9%	D: -4%
COc1cc(C)ccc1OCC(=O)OCC(=O)c1ccc[nH]1
  A: -1%	B: 1%	C: -12%	D: 3%
CSc1ccccc1NC(=O)CN(C)C(=O)COc1ncnc2ccccc12
  A: 3%	B: -7%	C: -2%	D: 1%
COc1ccc(NCC(=O)NN=C2CCS(=O)(=O)c3ccc(F)cc32)cc1
  A: -3%	B: 7%	C: 0%	D: 2%

Retrieved by compound from above (three):
Keys – A = uPA surface inh; B = BRCA1 expr up; C = p53 reactivation; D = ELG1 genotox
O=C(CC1OC(=O)c2ccccc21)Nc1cc(Cl)ccc1N1CCOCC1 (configuration not stated)
  A: -7%	B: 4%	C: -5%	D: -6%
CSc1ccccc1NC(=O)CN(C)C(=O)COc1ncnc2ccccc12
  A: 3%	B: -7%	C: -2%	D: 1%
COc1ccc(NCC(=O)NN=C2CCS(=O)(=O)c3ccc(F)cc32)cc1
  A: -3%	B: 7%	C: 0%	D: 2%

Results in p53 reactivation, uPA surface inh and ELG1 genotox, for some of the entries so far:
structure	p53 reactivation	uPA surface inh	ELG1 genotox
O=C(CC1OC(=O)c2ccccc21)Nc1cc(Cl)ccc1N1CCOCC1 (configuration not stated)	-5%	-7%	-6%
CC(OC(=O)c1cccc(N(C)C)c1)C(=O)N1CCc2ccccc2C1 (configuration not stated)	-8%	2%	0%

Carrying on.
Keys – A = uPA surface inh; B = BRCA1 expr up; C = p53 reactivation; D = ELG1 genotox
COc1ccccc1NC(=O)COC(=O)/C=C/c1ccc(OC)c(OC)c1
  A: -9%	B: 0%	C: -4%	D: 1%
O=C1OC[C@@H]2CCCN2C(=O)[C@H](CC(=O)N(CCO)Cc2ccccc2)C/C=C\CC[C@@H]1Cc1ccc(F)cc1
  A: -5%	B: -17%	C: 5%	D: -4%
CC(=O)C[C@@H](O)CC(=O)[C@H]1OC(=O)[C@H](C)CCCCc2ccccc21
  A: -2%	B: -2%	C: 12%	D: 0%
CCOc1ccc(C(=O)NCC(=O)NNC(=O)c2ccco2)cc1OCC
  A: 6%	B: -4%	C: 5%	D: 4%
COc1cccc2sc3cc(NCC[C@@H]4CCCN4C)ccc3c(=O)c12
  A: u	B: 11µM*	C: 21%	D: u
CC1CC(OC(=O)c2ccccc2C(=O)c2ccc(Cl)cc2)C(=O)O1 (configuration not stated)
  A: 3%	B: -16%	C: -8%	D: -1%
CCOc1ccccc1OCCC(=O)Nc1ccc2c(c1)OCO2
  A: 10%	B: -4%	C: 3%	D: 2%
COc1cc2nc(CN3CCN(S(=O)(=O)c4ccc(Br)cc4)CC3)[nH]c(=O)c2cc1OC
  A: u	B: 0%	C: -1%	D: -6%
O=C1OC[C@H]2CCCN2C(=O)[C@@H](CC(=O)N(CCO)Cc2ccccc2)C/C=C\C[C@H]1Cc1ccc(F)cc1
  A: -20%	B: 2%	C: 1%	D: -6%
O=C(COC(=O)c1ccco1)NC12CC3CC(CC(C3)C1)C2
  A: 5%	B: -3%	C: 3%	D: 4%
CCOC(=O)C1=CN(Cc2cccc(F)c2)S(=O)(=O)N(CC)C1c1cccc(OC)c1 (configuration not stated)
  A: 13%	B: -27%	C: -5%	D: 1%
COCCCNC(=O)CC1C[C@H](C(=O)N(C(C)C)C(C)C)[C@@]2(C)c3[nH]c4ccc(OC)cc4c3CCN2C1=O (some centres not stated)
  A: -3%	B: -3%	C: -5%	D: 4%
COc1ccc(C2CC(c3cccc(Br)c3)=NN2c2ccc(S(N)(=O)=O)cc2)cc1 (configuration not stated)
  A: u	B: -46%	C: -9%	D: -1%
O=S1(=O)[C@H]2C[C@H](CO)O[C@@]2(CO)CN1Cc1ccc(-c2cccc(Cl)c2)cc1
  A: -1%	B: -8%	C: -8%	D: 3%
CC1CCCCC1NC(=O)COC(=O)COc1ccccc1F (configuration not stated)
  A: 5%	B: -3%	C: 4%	D: 2%
O=C(NCc1ccccn1)c1cccc(S(=O)(=O)N2CCc3ccccc32)c1
  A: 9%	B: -23%	C: -1%	D: -2%
COCCN=C(NS(=O)(=O)c1cccs1)c1ccccc1Cl
  A: 3%	B: 0%	C: -4%	D: 0%
CC(=O)N1CCN(C(=O)c2ccc(Cl)c(S(=O)(=O)N3CC(C)OC(C)C3)c2)CC1 (configuration not stated)
  A: 1%	B: 4%	C: 4%	D: 0%
O=C(Cn1cc(C(F)(F)F)ccc1=O)N1CCCc2ccccc21
  A: 2%	B: -26%	C: 11%	D: 1%
O=C(c1cc(Br)c(Br)s1)N1CCc2ccccc2C1
  A: -15%	B: 0%	C: 6%	D: 1%
C[C@]12CC[C@H](O)CC1=CCC1C2CC[C@@]2(C)C1CC[C@@H]2NC(=O)CCC(=O)O (some centres not stated)
  A: -1%	B: -17%	C: -7%	D: -2%
C=CCNC(=O)c1cccc2c1C(=O)c1ccc(N3CCOCC3)cc1S2(=O)=O
  A: 1%	B: 2%	C: 0%	D: 0%
COC(=O)[C@]1(CC(C)C)N[C@H](c2ccc(SC3CCCCC3)cc2)[C@@H]2C(=O)N(C)C(=O)[C@@H]21
  A: -5%	B: 0%	C: 1%	D: -8%
Nc1nc2cc(S(=O)(=O)N3CCOCC3)ccc2o1
  A: -2%	B: -29%	C: 4%	D: 0%
CC(C)CN(C(=O)CN(C)CC(=O)Nc1ccccc1C#N)c1c(N)n(CC(C)C)c(=O)[nH]c1=O
  A: 4%	B: -7%	C: 4%	D: 1%
CS(=O)(=O)c1ccc(C(=O)NNC(=O)c2cccs2)cc1
  A: -3%	B: 1%	C: 7%	D: 1%
CNS(=O)(=O)c1cccc(C(=O)OCC(=O)Nc2ccc3ccccc3c2)c1
  A: -2%	B: 1%	C: 4%	D: -3%
Cc1cc(C(=O)Nc2cc(S(C)(=O)=O)ccc2Cl)c(C)o1
  A: 1%	B: -28%	C: 4%	D: 2%
CN(CCCC(=O)N1CCN(c2ncccn2)CC1)S(=O)(=O)c1ccc(F)cc1
  A: 6%	B: -5%	C: -8%	D: -1%
C[C@@H]1CN([C@@H](C)CO)C(=O)Cc2cc(NC(=O)C3CCCCC3)ccc2O[C@H]1CN(C)S(=O)(=O)c1ccccc1
  A: -10%	B: -10%	C: 6%	D: 2%
CCCn1c(N)c(C(=O)CSc2nnc3ccccn23)c(=O)[nH]c1=O
  A: 5%	B: 2%	C: -2%	D: 0%
CCOC(=O)C1=CN(Cc2ccco2)S(=O)(=O)NC1c1cccc(OC)c1 (configuration not stated)
  A: -12%	B: 1%	C: -6%	D: 3%
CC(NC(=O)COC(=O)CCC(=O)c1ccc(Cl)cc1)c1ccccc1 (configuration not stated)
  A: 0%	B: -13%	C: 6%	D: 2%
CC(C)(C)OC(=O)N1O[C@H]2C[C@@H]1[C@@H]1[C@@H]2N=NN1C12CC3CC(CC(C3)C1)C2
  A: -9%	B: 2%	C: 28%	D: 7%
CCCC[C@@H]1C=C(C(=O)O)[C@H](c2ccc(Cl)c(Cl)c2)N1S(=O)(=O)c1ccc(C)cc1
  A: 3%	B: 3%	C: -2%	D: -1%
O=S(=O)(c1ccc(Cl)cc1)N1CCN(c2ncnc3sccc23)CC1
  A: u	B: -48%	C: -2%	D: -3%
COc1ccc(NC(=O)Nc2ccc3c(c2)C(=O)N([C@@H](C)CO)C[C@@H](C)[C@@H](CN(C)S(=O)(=O)c2cn(C)cn2)O3)cc1
  A: 10%	B: 5%	C: -1%	D: -1%
COc1ccc2[nH]c3c(c2c1)CCN1C(=O)C(CC(=O)NCCc2ccccn2)C[C@H](C(=O)N2CCCCC2)[C@@]31C (some centres not stated)
  A: -8%	B: 2%	C: -5%	D: -3%
O=C(COC(=O)COc1ccc(Br)cc1)NCC1CCCO1 (configuration not stated)
  A: 1%	B: -4%	C: -3%	D: 2%
C#CCOCCOCCOCCNc1nc(N2CCN(C(=O)[C@H](CCCN=C(N)N)n3cc(C(N)[C@@H](C)CC)nn3)CC2)nc(N2CCN(C(=O)[C@H](CO)n3cc([C@@H](N)C(C)C)nn3)CC2)n1 (some centres not stated)
  A: 9%	B: 11%	C: 0%	D: 2%

Assay outcomes (PubChem)
